Assay outcomes deposited in PubChem by National Center for Advancing Translational Sciences (NCATS).
Mito fusion yeast: qHTS Assay for Small Molecule Inhibitors of Mitochondrial Division or Activators of Mitochondrial Fusion; actives 0.23% (n = 320,000); AID 485298, 2010; Potency, µM (series often up to 46.1 µM), without a hit: at the top dose growth rescue (activation), actives largely listed as activators; S. cerevisiae fusion-defective mutant growth rescue, CellTiterGlo 48 h;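 note: potency is the fitted concentration of half-maximal effect; % of control where 0% means no effect; nearly all actives have a fitted effect of over 45% in size; temperature-sensitive fusion mutants such as fzo1-1 at 37 °C on non-fermentable ethanol glycerol medium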
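Yeast fusion mutant, YPEG (non-fermentable carbon), compound, 48 h at 37C non-permissive; CellTiterGlo added, 10 min RT, luminescence read. Rescued growth = division inhibition.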
TSHR antag: Antagonists of the Thyroid Stimulating Hormone Receptor: HTS campaign | Thyrotropin receptor (Homo sapiens), P16473 | TSHR-expressing cells, TSH-stimulated cAMP HTRF, 2 h; active compounds read low | activity change, negative = inhibition, % at 11.5 µM | actives 0.2% (n = 330,000) | AID 504810, 2011;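 active = activity change below a set negative limit, meaning inhibition stronger than a set level, cut at about -70% in these data; inconclusive = activity change between two set negative limits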; note: % is set by controls: 0 for no effect and ±100 for the full control effect
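TSHR-expressing cells were treated with compounds, then stimulated with TSH at EC80 (4nM final) for 2 hours at 37 deg C. Cellular cAMP was measured by HTRF competition between lysate cAMP and cAMP-d2 for a cryptate-labelled anti-cAMP antibody.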
USP2a block: qHTS Assay for Inhibitors of Ubiquitin-specific Protease USP2a Using CHOP2 as the Reporter. Ubiquitin carboxyl-terminal hydrolase 2 (Homo sapiens), O75604. Potency, µM (highest dose often 38.3 µM), inactives show at the top dose activity change, negative = inhibition, usual class: inhibitors. USP2 core, Ub-CHOP2 coupled fluorogenic reporter, 485/531. actives 0.01% (n = 330,000). AID 463254, 2010;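 note: potency is the fitted concentration of half-maximal effect; plate controls were DMSO wells for no effect and full inhibition by NEM control for full effect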
Target sequence (O75604 whole entry, looked up): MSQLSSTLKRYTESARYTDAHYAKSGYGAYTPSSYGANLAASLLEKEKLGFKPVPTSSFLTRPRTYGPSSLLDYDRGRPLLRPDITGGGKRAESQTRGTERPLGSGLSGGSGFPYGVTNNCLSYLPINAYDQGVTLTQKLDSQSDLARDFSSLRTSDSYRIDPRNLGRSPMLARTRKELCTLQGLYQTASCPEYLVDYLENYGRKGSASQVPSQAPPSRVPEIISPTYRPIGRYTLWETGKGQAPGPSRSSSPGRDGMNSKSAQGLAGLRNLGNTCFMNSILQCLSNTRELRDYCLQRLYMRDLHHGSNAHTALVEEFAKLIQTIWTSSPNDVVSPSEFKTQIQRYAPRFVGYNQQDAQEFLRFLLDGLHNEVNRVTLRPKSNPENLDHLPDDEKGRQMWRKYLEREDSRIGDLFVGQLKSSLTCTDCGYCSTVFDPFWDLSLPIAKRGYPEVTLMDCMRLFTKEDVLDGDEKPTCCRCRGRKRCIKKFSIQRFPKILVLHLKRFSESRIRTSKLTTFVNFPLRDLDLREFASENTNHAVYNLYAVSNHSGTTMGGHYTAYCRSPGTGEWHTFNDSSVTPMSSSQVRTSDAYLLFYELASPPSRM
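USP2 core (10nM final) preincubated 30min RT with compound in 20mM Tris-HCl pH 8.0, 2mM CaCl2, 2mM beta-mercaptoethanol, 0.05% CHAPS; 25nM Ub-CHOP2 plus 25nM reporter substrate added, fluorescence (Ex485/Em531) read after 60min.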
KCNH2 3.1 inh: qHTS for Inhibitors of KCHN2 3.1: Mutant qHTS. AID 720553, 2013. Potassium voltage-gated channel subfamily H member 2, brain isoform KCNH2 3.1 (human). actives 0.95% (n = 340,000). activity change, % (tested at about 1.8 µM). U2OS KCNH2 3.1, thallium flux FluxOr; active compounds read low;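 active = maximum activity change below -70%; inconclusive = maximum activity change from -70% to -50%; inactive = maximum activity change above -50%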;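 note: thallium influx rate constant from kinetic fluorescence after stimulation buffer; % is set by controls: 0 for no effect and ±100 for the full control effect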
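FluxOr-based Tl+ influx in U2OS cells transduced with KCNH2 3.1 virus; rate constants normalized to DMSO controls.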
TCR activator: Activators of T cell receptors: qHTS campaign; primary human leukocytes, anti-CD3, IL-2 HTRF, 48 h; Potency, µM (highest dose often 9.22 µM), for the others: at the top dose activation of IL-2 secretion, most hits filed as activators; 330,000 tested, under 10 active; AID 504894, 2011; note: % of control where 0% means no effect
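Activity was scored as IL-2 release from primary human leukocytes given only a TCR signal (a-CD3 beads) plus compound for 48 hr. Detection used a two-antibody HTRF format read at 665nm.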
ELG1 DNA repair: qHTS screen for small molecules that inhibit ELG1-dependent DNA repair in human embryonic kidney (HEK293T) cells expressing luciferase-tagged ELG1; HEK293T ELG1-luciferase reporter, luminescence, 16 h; DNA damage induced by 5-fluorouridine; Potency, µM (highest dose often 46.1 µM), for the others: at the top dose activity change, negative = inhibition, usual class: inhibitors; AID 504467, 2011; actives 2.3% (n = 330,000); note: potency is the fitted concentration of half-maximal effect; % is set by controls: 0 for no effect and ±100 for the full control effect; nearly all actives have a fitted effect of over 55% in size
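Quantitative HTS, concentration-response format. 2,000 cells/well co-treated with 5-fluorouridine and compound, 16 hr in 5% CO2 at 37 °C; ONE-Glo luminescence read after 30 min.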
Eya2 phos inh: qHTS Assay for Inhibitors of the Phosphatase Activity of Eya2; actives 0.006% (n = 330,000); Potency, µM (highest dose often 76.9 µM), inactives show top-dose activity, negative = inhibition, actives largely listed as inhibitors; recombinant Eya2, OMFP fluorescence dephosphorylation (OMFP is methylfluorescein phosphate); note: potency is the fitted concentration of half-maximal effect; % is set by controls: 0 for no effect and ±100 for the full control effect
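Eya2 protein (added as 0.2 uM solution) was preincubated with compound for 10 min at ambient temperature in 50 mM HEPES pH 7.5, 50 mM NaCl, 5 uM MgCl2, 0.05% BSA, 1 mM DTT. OMFP (added at 50 uM) then reacted 10 min; fluorescence read at 485/525 nm.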
TRPV1 ag: HTS Assay for Compounds that Act as Agonists of the Vanilloid Receptor 1 | actives 0.19% (n = 320,000) | Transient receptor potential cation channel subfamily V member 1 (Homo sapiens), Q8NER1 | TRPV1-expressing cells, Fluo-8 calcium influx, agonist mode | activation, % at 8.33 µM; in the data active = activation above about 80%; inconclusive = between about 30% and that limit; note: 0% is about no effect
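Fluo-8 calcium influx in TRPV1-expressing cells, kinetic read (ex 480/em 520 nm). Compound added and read 3 min for agonist activity, followed by capsaicin at EC20 final and 2 min further read for enhancement.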
A-T KAP1 phos: qHTS Assay for Identifying a Potential Treatment of Ataxia-Telangiectasia; […] A-T fibroblasts, KAP-1 phosphorylation AlphaLISA; neocarzinostatin DNA damage 30 min before lysis; Potency, µM (series often up to 57.5 µM), for inactives: top-dose activation, most hits filed as activators; actives 0.19% (n = 320,000); AID 485349, 2010; note: potency is the fitted concentration of half-maximal effect; % of control where 0% means no effect; nearly all actives have a fitted effect of over 45% in size
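ATM-like activity read as KAP-1 phosphorylation via AlphaLISA donor/acceptor antibody pairs after lysis and 6 hr at 25C. Cells were ATM-null patient fibroblasts ([…], hTERT), dosed 60 min, then exposed to the DSB inducer NCS for 30 min.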
hERG WT inh: qHTS for Inhibitors of KCHN2 3.1: Wildtype qHTS; Voltage-gated inwardly rectifying potassium channel KCNH2 (Homo sapiens), Q12809; U2OS, BacMam KCNH2, thallium flux FluxOr; active compounds read low; activity change, % at 1.84 µM; actives 0.37% (n = 340,000); AID 720551, 2013;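 active = maximum activity change below -70%; inconclusive = maximum activity change between -70% and -50%; inactive = maximum activity change above -50%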; note: % is set by controls: 0 for no effect and ±100 for the full control effect
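U2OS cells were transduced with wild-type KCNH2 virus (2.03 x 10^8 / mL) for 4 h at room temperature, then cultured overnight at 37 C. Thallium flux was read with FluxOr dye. Rate constants were normalized to DMSO controls.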
Active calls of the source: *; i = inactive; ? = inconclusive; nt = no result given; & = joins results of further samples; [ ] = dose if it differs, or a comment. Unless noted, calls come from the whole dose curve; as a rule, active = well fitted curve in the direction sought with a large enough effect; inconclusive = small, poorly fitted or top-dose-only effect, or another doubt; inactive = no such curve, though single readings can be large; an effect the other way counts as inactive or inconclusive.

Results follow in this order: Mito fusion yeast | TSHR antag | USP2a block | KCNH2 3.1 inh | TCR activator | ELG1 DNA repair | Eya2 phos inh | TRPV1 ag | A-T KAP1 phos | hERG WT inh
O=C(CN1CCN(C(=O)C2CCC2)CC1)Nc1ccc(F)cc1
  -2% | -10 | 0% | 5 | -15% | 10% | 16% | 1 | 3% | -3
CCOc1cccc(=O)c2c(C)n(Cc3ccco3)c(C)c12
  6% | -16 | -12% | -13 | 3% | ? | -3% | -1 | 7% | 0
CCc1ccc(NC(=O)CCC(=O)N2CCSc3ccccc32)cc1
  1% | 4 | 0% | -6 | 1% | -1% | -12% | 2 | 2% | 1
Cc1nn(C)c(=O)c(N)c1-c1cc(-c2ccc(Cl)c(Cl)c2)n[nH]1
  -3% | -6 | 9% | 6 | 1% | -9% | ? | -4 | 3% | 0
C=CCNC(=S)Nc1ccc(N2CCOCC2)c(S(=O)(=O)Nc2ccccc2Cl)c1
  7% | 0 | 1% | -6 | -1% | 4% | 9% | 19 | -3% | 5
O=C(COc1cccnc1[N+](=O)[O-])N1CCN(S(=O)(=O)c2ccc3ccccc3c2)CC1
  5% | -3 | 3% | 0 | -2%[46.1 µM] | -18% | 4% | -3 | 4% | -4
COc1ccc(-c2ccc(SCC(=O)NCc3ccco3)nn2)cc1
  -14% | -11 | 6% | -1 | 2% | ? | 0% | 2 | 6% | 2
COc1ccccc1C(C)NC(=O)c1ccccc1SCC(=O)N1CCCC1 (centres undefined)
  -8% | 5 | 1% | 0 | -15% | 3% | 6% | 1 | 2% | -3
O=C(NCCCN1CCCC1)Nc1ccc(F)cc1
  -2% | -8 | -2% | -11 | -2% | 3% | 8% | 2 | 3% | -9
CC(C)N(CCO)C(=O)CCc1nnc(Cc2cccc(C(F)(F)F)c2)o1
  -7% | 2 | 0% | 19 | 0% | -5% | -10% | 0 | -8%[11.5 µM] | 6
Cc1ccccc1NC(=O)COC(=O)C1=COCCO1
  -6% | -3 | -1% | -3 | 3% | 16% | -29% | 0 | -4% | 0
CC(=O)N(Cc1ccccc1C)c1cccc(C)c1C
  2% | -9 | 0% | -12 | 3% | -16% | 1% | 11 | 0% | 4
COc1ccc(F)cc1CN1CCN(CC(=O)N2CCc3ccccc32)CC1
  10% | 18 | 0% | -13 | -9% | -8% | -2% | 2 | -12% | 31
CC(NS(=O)(=O)c1ccc(Br)cc1)C(N)=O (centres undefined)
  -3% | -2 | -2% | 12 | 2% | 0% | 9% | -2 | -1% | -8
Cc1ccc(N2CCN(C(=O)C3CCCN(c4ncnc5c4nc4n5CCCCC4)C3)CC2)c(C)c1 (centres undefined)
  3% | -26 | 4% | -5 | -4% | 1% | 2% | ? | 4% | 16
CC1CC(C)CN(S(=O)(=O)c2ccc(C(=O)Nc3nnc(-c4cccs4)o3)cc2)C1 (centres undefined)
  4% | -23 | 0% | -19 | -2% | 5.8µM* | 3% | -2 | -4% | 4
CCCOC(=O)c1c(-c2ccccc2)nc(CC)c(C(=O)SCC)c1CCC
  8%&4% | -17&-7 | 1% | 0 | 7% | -25% | -12%&11% | 11 | 34% | -11
CCN(C(=O)CSc1nc2cc(S(=O)(=O)N(CC)CC)ccc2o1)C1CCS(=O)(=O)C1 (centres undefined)
  2% | 3 | 1% | -27 | 5% | 8% | 3% | -8 | -3% | -2
CCCN(CCC)C(C(=O)Nc1cccc(OC)c1)c1ccccc1 (centres undefined)
  25% | 2 | 0% | -6 | 1% | 12% | 0% | ? | 9% | 29
CCCN1CCC(=O)N([C@H](CSc2ccc(Br)cc2)c2ccccc2)CC1
  -9% | -28 | 9% | -116* | 2% | ? | -4% | 28 | 35% | -130*
COc1ccc(-c2nn(-c3ccccc3C)cc2CNCCc2cnc[nH]2)cc1F
  1% | -2 | 3% | -44 | -9% | 4% | -4% | 4 | -1% | i
COc1ccc(CSCC(=O)N/N=C/c2ccc(OCC(=O)NCc3ccco3)cc2)cc1
  0% | -5 | 1% | -8 | -3% | ? | -16% | 0 | -4% | 6
Cc1ccsc1/C=N/NC(=O)C(N)=O
  -1% | 5 | -1% | 5 | 7% | ? | -4% | -2 | 0% | -11
CC(=O)Nc1ccc(NC(=O)CSc2nc3c(=O)n(C)c(=O)n(C)c3n2C)cc1
  5% | -3 | 1% | 10 | 0% | 5% | 15% | 7 | 5% | -6
CCCCNC(=S)Nc1ccc2nc3n(c(=O)c2c1)CCCCC3
  -7% | 8 | 2% | 1 | -1%[46.1 µM] | 8% | -3% | 0 | -1% | 17
CCCOc1ccc(NC(=O)CC2C(=O)Nc3ccccc3N2CC(=O)N2CCCC2)cc1 (centres undefined)
  -5% | -4 | -1% | -12 | -4% | 27% | 3% | -4 | -1% | 2
COc1ccc(CN(CCC(C)C)S(=O)(=O)c2ccccc2Br)cc1
  nt | 25 | -4% | -14 | -5%[46.1 µM] | -3% | -4% | nt | 7% | 2
COc1cc(/C(C)=N/NC(=O)c2cccc(S(=O)(=O)N3CCCC3)c2)cc(OC)c1OC
  2% | 6 | -3% | 0 | -4% | 1% | 1% | ? | -10% | 6
O=C(COC(=O)C12CC3CC(CC(C3)C1)C2)Nc1ccc2[nH]c(=O)[nH]c2c1
  0% | 28 | 2% | -1 | -10% | 12% | -22% | 92* | 17% | -2
COc1cc(OC)c2c(-c3cccc(-c4sccc4C(C)=O)c3)cc(=O)oc2c1
  nt | -2 | 2% | -4 | 4%[46.1 µM] | ? | 0% | nt | -4% | -7
O=C(Nc1ccc2c(c1)N(S(=O)(=O)c1cccs1)CCC2)c1c(F)cccc1Cl
  18% | 2 | 2% | 0 | -1% | ? | 7% | 18 | 7% | -1
CCCCn1c(N)c(N(CCC(C)C)C(=O)CSc2nnc3ccccn23)c(=O)[nH]c1=O
  -3% | -5 | 3% | 1 | 0% | 1% | -1% | 2 | -3% | 9
Cc1nc([N+](=O)[O-])c(C(=O)OCc2ccccc2C#N)n1C
  6% | 4 | 1% | 0 | -4% | 3% | -30% | -2 | 1% | 0
CCOc1cc(C(=O)CCC(=O)OCC(=O)NC(=O)NCC(C)C)ccc1O
  -1% | 1 | -2% | -12 | 1% | 15% | -5% | -1 | -9% | -6
CC(OC(=O)c1ccc2ncsc2c1)C(=O)N(C)C1CCCCC1 (centres undefined)
  0% | 60 | 1% | 7 | 0% | -12% | 9% | 10 | -2% | -2
COc1ccc(/C=N/NC(=O)c2cccnc2)cc1CSc1ccccn1
  2% | -13 | -2% | 6 | -10% | ? | -3% | 27 | -4% | -7
O=C(c1ccc2c(c1)OCO2)N1CCN=C1SCc1cccnc1
  -1% | -2 | 2% | 10 | 10% | ? | -2% | -2 | -2% | -3
COc1ccc(Cl)cc1NC(=S)N1CCN(C(=O)c2ccco2)CC1
  -4% | -1 | 0% | 9 | 2% | -7% | 12% | -6 | -4% | -13
COc1ccc(C2=NO[C@@H]3C(=O)N(c4ccc5c(c4)OCCO5)C(=O)[C@H]23)cc1OC
  -5% | 3 | 0% | 0 | 2% | ? | 3% | 1 | 12% | -11
CCN(CC(=O)Nc1c(F)cccc1F)C(=O)C1=COCCO1
  1% | 5 | 1% | -13 | -66% | 3% | 12% | 1 | -2% | -3
COc1ccc(CNC(=O)CCC(=O)Nc2nnc(C(C)C)s2)cc1
  -6% | -7 | 1% | 8 | 3% | -4% | -1% | 4 | -11% | 1
O=C(c1ccccc1)N1CCN(C(=O)c2ccc3c(c2)OCO3)CC1
  0% | 13 | 1% | 16 | 1% | 1% | 6% | 1 | 7% | 1
CCOc1ccc(N2CC(C(=O)NC(C)C)CC2=O)cc1 (centres undefined)
  1% | 5 | 5% | 3 | 2% | 10% | -15% | nt | 3% | 6

The list is partial, so the mix of outcomes need not match the whole.
